# High-throughput results: PubChem BioAssay, National Center for Advancing Translational Sciences (NCATS)
# Giardia kill: kills Giardia lamblia; AID 540267; activity change, % at 7.66 µM, hits read low; 0.15% of 340,000 active; Giardia lamblia trophozoite viability; in the data active means activity change below about -80%; inconclusive means between about -30% and that limit;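 further: parasites exposed to compound for two days anaerobically before the ATP read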
#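 Luminescent ATP signal served as the viability read-out, measured 15-30 min after adding ATP detection reagent to trophozoites that had been incubated with compounds for 48 hrs at 37 deg C anaerobically at 100 cells/well.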
# GALK inh: galactokinase (human) inhibition | Potency, µM (series often up to 57.5 µM), inactives show at the top dose activity change, negative = inhibition, actives largely listed as inhibitors | 0.007% of 270,000 active | P51570 | Purified GALK, Kinase-Glo residual ATP luminescence; further: potency means the concentration at half of the fitted maximal effect
# Target sequence (P51570 whole entry, looked up): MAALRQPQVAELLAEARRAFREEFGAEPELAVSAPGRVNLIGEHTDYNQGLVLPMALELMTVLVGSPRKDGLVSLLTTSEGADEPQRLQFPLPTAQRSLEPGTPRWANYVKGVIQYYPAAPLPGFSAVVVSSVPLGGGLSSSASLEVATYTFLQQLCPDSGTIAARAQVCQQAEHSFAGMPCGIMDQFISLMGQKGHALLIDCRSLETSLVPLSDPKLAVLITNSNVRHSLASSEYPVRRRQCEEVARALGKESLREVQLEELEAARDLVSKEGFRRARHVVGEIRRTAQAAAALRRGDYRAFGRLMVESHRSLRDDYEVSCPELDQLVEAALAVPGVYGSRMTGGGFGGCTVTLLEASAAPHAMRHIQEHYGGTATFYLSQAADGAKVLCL
#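 Luminescence from leftover ATP (Ultra-Glo luciferase/luciferin) served as read-out after a 1 h room-temperature reaction of 5 nM GALK with 35 uM ATP and 100 uM galactose.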
# USP2a inh: blocks human ubiquitin-specific protease USP2a; USP2 core, Ub-CHOP2 coupled fluorogenic reporter, 485/531; 0.01% of 330,000 active; O75604; Potency, µM (doses to about 38.3 µM), inactives show at the top dose activity change, negative = inhibition, usual class: inhibitors;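 further: potency means the concentration at half of the fitted maximal effect; plate controls were DMSO wells for no effect and full inhibition by NEM control for full effect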
# Target sequence (O75604 whole entry, looked up): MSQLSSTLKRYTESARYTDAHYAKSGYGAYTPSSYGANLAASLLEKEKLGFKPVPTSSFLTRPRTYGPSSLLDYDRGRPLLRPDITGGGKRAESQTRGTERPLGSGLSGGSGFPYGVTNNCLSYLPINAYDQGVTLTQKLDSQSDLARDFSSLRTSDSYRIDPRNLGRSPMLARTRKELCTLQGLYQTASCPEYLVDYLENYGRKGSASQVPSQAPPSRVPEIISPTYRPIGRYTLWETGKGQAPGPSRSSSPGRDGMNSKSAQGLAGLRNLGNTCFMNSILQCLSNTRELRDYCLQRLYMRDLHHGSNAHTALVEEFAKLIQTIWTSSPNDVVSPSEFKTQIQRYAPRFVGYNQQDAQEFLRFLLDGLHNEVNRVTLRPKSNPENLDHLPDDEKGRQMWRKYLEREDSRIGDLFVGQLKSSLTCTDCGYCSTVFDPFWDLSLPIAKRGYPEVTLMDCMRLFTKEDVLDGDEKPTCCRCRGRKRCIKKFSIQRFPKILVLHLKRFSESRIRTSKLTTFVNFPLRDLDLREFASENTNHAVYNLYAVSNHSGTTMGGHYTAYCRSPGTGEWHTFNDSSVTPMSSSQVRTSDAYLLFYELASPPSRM
#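 Cell-free coupled assay: 10nM USP2 core preincubated 30min RT with compound in Tris-HCl pH 8.0/CaCl2/CHAPS buffer, then 25nM Ub-CHOP2 and 25nM reporter substrate; fluorescence (Ex 485/Em 531) read after 60min RT, normalized to NEM inhibition, concentration-response curves fitted.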
# Eya2 inh: inhibitors of human Eya2 phosphatase activity. O00167. recombinant Eya2, OMFP fluorescence dephosphorylation (OMFP is methylfluorescein phosphate). Potency, µM (titrated, usually from 76.9 µM), for the others: top-dose activity, negative = inhibition, actives largely listed as inhibitors. 0.006% of 330,000 active. AID 488837; further: potency means the concentration at half of the fitted maximal effect
#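 Eya2 protein (added as 0.2 uM solution) was preincubated with compound for 10 min at ambient temperature in 50 mM HEPES pH 7.5, 50 mM NaCl, 5 uM MgCl2, 0.05% BSA, 1 mM DTT. OMFP (added at 50 uM) then reacted 10 min; fluorescence read at 485/525 nm.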
# Chronic BCR inh: blocks chronic active B-cell receptor signaling. AID 493014. Potency, µM (top dose mostly 46.1 µM), without a hit: at the top dose ratio change, negative = lower green/red ratio, actives largely listed as inhibitors. 0.05% of 340,000 active. ABC-DLBCL IkBa-CBG/CBR reporter, luminescence ratio, 4 h; active means well fitted inhibition curve with a large enough effect in the signal ratio, with a control signal flat, not every such curve was filed as active; inconclusive means small, poorly fitted or top-dose-only effect, or effect the other way, or a change in a side signal; the % refers to the signal ratio;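 further: potency means the concentration at half of the fitted maximal effect; plate controls were basal doxycycline-induced cells for no effect and cells given 10 µM MG132 for full effect; MG132 reads +100%, hits lower the ratio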
#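 Compounds up to 46 uM were incubated four hours with TMD8 cells whose green CBG68 luciferase is fused to IkappaBalpha; red CBR luminescence normalised the signal, and concentration-effect curves were fitted to fusion, red and ratio data.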
# uPA surface inh: cell surface uPA generation inhibition | cell surface uPA generation assay, qHTS | Potency, µM (titrated, usually from 38.3 µM), for inactives: at the highest dose activity change, negative = inhibition, usual class: inhibitors | 0.31% of 330,000 active | AID 540303; active means well fitted inhibition curve with a large enough effect; inconclusive means small, poorly fitted or top-dose-only effect; inactive means no such curve, though single readings can be large or run the other way; tested in mouse RAW 264.7 cells; further: potency means the concentration at half of the fitted maximal effect; nearly all actives have a fitted effect of over 55% in size
# KCNH2 3.1 block: inhibitors of human KCNH2 3.1 potassium channel isoform; U2OS KCNH2 3.1, thallium flux FluxOr; active compounds read low; 0.95% of 340,000 active; AID 720553; activity change, % (tested at about 1.8 µM);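 active means maximum activity change below -70%; inconclusive means maximum activity change from -70% to -50%; inactive means maximum activity change above -50%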;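 further: thallium influx rate constant from kinetic fluorescence after stimulation buffer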
#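 Steps: virus added to U2OS suspension (4 h, RT, dark); medium with 10% FBS added, cells plated, 37 C overnight; FluxOr/Red40 loading buffer 45 min RT; stimulation buffer, 2 min kinetic read; rate constant normalized.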
# Coupling enz: counter-screen for Giardia aldolase inhibitors: coupling enzyme system; AID 2472; activity change, negative = inhibition, % at 58.2 µM, hits read low; coupling enzyme system counterscreen, AmpLite Red fluorescence; 0.67% of 290,000 active; in the data active means activity change below about -30%
#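 First, compound is pin-transferred into glyceraldehyde-3-phosphate coupling-enzyme reagent at 57.5 uM final and held 10 min at RT. Next, substrate, coupling system and AmpLite Red are added. After 20 min RT, fluorescence (525/598 nm) is read.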
# KCNH2 WT inh: inhibitors of human wildtype KCNH2 potassium channel | Q12809 | U2OS, BacMam KCNH2, thallium flux FluxOr; active compounds read low | activity change, % at 1.84 µM | 0.37% of 340,000 active;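 active means maximum activity change below -70%; inconclusive means maximum activity change between -70% and -50%; inactive means maximum activity change above -50%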
#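 U2OS cells were transduced with wild-type KCNH2 virus (2.03 x 10^8 / mL) for 4 h at room temperature, then cultured overnight at 37 C. Thallium flux was read with FluxOr dye. Rate constants were normalized to DMSO controls.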
# PKM2 act: increases activity of human pyruvate kinase M2; purified PKM2, Kinase-Glo ATP luminescence, activation; response scale: 0% is enzyme alone, no compound; Potency, µM (top dose mostly 57.5 µM), inactives show at the top dose activation, most hits filed as activators; 0.34% of 260,000 active; AID 1631; further: potency means the concentration at half of the fitted maximal effect; nearly all actives have a fitted effect of over 55% in size
#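 Purified hPK-M2 (>95%) run at intermediate activity with 0.1 mM ADP and 0.5 mM PEP in 50 mM imidazole pH 7.2, KCl, MgCl2; 1 h room temperature. ATP formed read by Kinase-Glo luminescence; normalized to uninhibited and no-enzyme controls.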
# B2AR arrestin: agonists driving beta-arrestin recruitment to human beta2-adrenergic receptor; P07550; 0.02% of 330,000 active; beta-arrestin recruitment to beta2AR, cell-based reporter; Potency, µM (highest dose often 46.1 µM), without a hit: at the top dose activation, usual class: activators; AID 492947;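 further: potency means the concentration at half of the fitted maximal effect; 0% = DMSO controls and full agonism = EC100 isoproterenol or metaproterenol; nearly all actives have a fitted effect of over 65% in size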
# Numbers without * were called inactive; ? = inconclusive; . = no result given. Unless noted, the call rests on the fitted dose curve; in most records, active means well fitted curve in the direction sought with a large enough effect; inconclusive means small, poorly fitted or top-dose-only effect, or another doubt; inactive means no such curve, though single readings can be large; an effect the other way counts as inactive or inconclusive. Unless noted, on the % scale 0 is the no-effect control and ±100 the full control effect.
compound,Giardia kill,GALK inh,USP2a inh,Eya2 inh,Chronic BCR inh,uPA surface inh,KCNH2 3.1 block,Coupling enz,KCNH2 WT inh,PKM2 act,B2AR arrestin
CS(=O)(=O)N1CCc2cc(S(=O)(=O)N3CCN(Cc4ccc5c(c4)OCO5)CC3)ccc21,20,2%,0%,-6%,0%,-4%,4,0,3,-3%,0.3%
CCN(C(=O)CSc1cccc[n+]1[O-])c1ccccc1,8,.,4%,8%,4%,-1%,-3,.,5,.,-0.7%
CC(C)C[C@H](NC(=O)N1CC(=O)Nc2ccccc21)C(=O)N[C@H](Cc1ccccc1)C(=O)O,-8,.,0%,-29%,14%,0%,-6,1,0,0%,-0.1%
CC(C)COP(=O)(c1ccc(N(C)C)cc1)C(O)c1cccnc1 (configuration not stated),5,-2%,0%,0%,-7%,17%,0,2,2,4%,-0.2%
CCCc1nc2sc3c(=O)n(N)cnc3c2c2c1CCCC2,-8,1%,-1%,3%,-4%,26%,7,2,.,3%,-0.3%
CCc1cc2cc3c(cc2nc1SCC(=O)Nc1nccs1)OCO3,23,1%,-2%,13%,-3%,5%,5,2,1,2%,-0.7%
Cc1ccc(CC(=O)N2CCOCC2)cc1,15,4%,-2%,-22%,1%,-1%,-6,2,-10,16%,0.2%
Cn1c(=O)c2c(-c3cccc(Br)c3)c(C#N)c(N)nc2n(C)c1=O,-9,0%,10%,-10%,1%,0%,-9,-2,-2,-1%,-0.2%
C[C@H](NC(=O)c1nc[nH]c1C(=O)NCCCCCNC(=O)OC(C)(C)C)c1ccccc1,-10,.,3%,2%,?,23%,.,.,.,.,0.8%
COc1ccc(NC(=O)c2ccc(C)cc2Cl)c([N+](=O)[O-])c1,4,-1%,0%,-2%,?,-10%,-3,.,2,-3%,-0.2%
Cc1ccc(C(=O)Nc2ncc3c(n2)CC(c2ccco2)CC3=O)cc1 (configuration not stated),10,0%,-2%,-3%,-1%,.,-5,1,0,17%,7.2%
Cc1sc2nc(CN3CCCC3)nc(N3CCN(S(=O)(=O)c4ccccc4)CC3)c2c1C,25,.,1%,11%,-1%,?,-18,.,4,.,2.5%
COc1ccc(Nc2cc(C(=O)NCCCN3CCN(C)CC3)c3ccccc3n2)cc1OC,3,-1%,11%,4%,?,-2%,7,4,-4,7%,0.3%
CC(C)CNC(=O)c1cccc(NC(=O)C2CCCO2)c1 (configuration not stated),-5,-4%,2%,15%,?,0%,-1,5,5,7%,0.0%
COC(=O)CN(c1ccccc1OC)S(=O)(=O)c1ccccc1,11,-3%,1%,4%,2%,2%,2,2,-15,-1%,-0.3%
O=C(Nc1ccccc1)c1ccc(N2CCN(c3ccccn3)CC2)c(S(=O)(=O)N2CCOCC2)c1,16,0%,-7%,-21%,-5%,-10%,-6,4,19,3%,0.4%

# A few values from the entries so far:
# For KCNH2 WT inh, `Cc1sc2nc(CN3CCCC3)nc(N3CCN(S(=O)(=O)c4ccccc4)CC3)c2c1C` has the entry 4
# For Giardia kill, `C[C@H](NC(=O)c1nc[nH]c1C(=O)NCCCCCNC(=O)OC(C)(C)C)c1ccccc1` has the entry -10

# (more compounds)
compound,Giardia kill,GALK inh,USP2a inh,Eya2 inh,Chronic BCR inh,uPA surface inh,KCNH2 3.1 block,Coupling enz,KCNH2 WT inh,PKM2 act,B2AR arrestin
CN1CCN(C(=S)c2cn(CCOc3ccccc3F)c3ccccc23)CC1,-2,-1%,2%,4%,1%,-6%,-8,-1,10,2%,-0.1%
Cc1cccc(NC(=O)CCC(=O)NCCO)c1,-11,0%,-1%,2%,-12%,4%,9,2,6,-13%,-0.1%
CCN(CC)c1ccc(N=Cc2ccc([N+](=O)[O-])o2)cc1,-10,7%,2%,4%,-1%,-6%,3,-39*,-3,-30%,-0.3%
COC(=O)c1sccc1NC(=O)Cn1nnc(-c2ccccc2C)n1,-4,2%,3%,7%,?,0%,-1,-8,-1,.,-0.3%
COc1ccc(C(=O)NC2(C(F)(F)F)C(=O)Nc3c2c(=O)[nH]c(=O)n3CCc2ccc(OC)c(OC)c2)cc1 (configuration not stated),11,1%,0%,7%,-8%,-1%,-15,6,-2,-3%,-0.7%
COc1cccc(CN(C)CC(=O)NCc2ccccc2Cl)c1OC,13,-1%,-5%,7%,0%,-3%,-17,-2,-4,0%,0.2%
Cc1oc(-c2ccc(-c3ccccc3)cc2)nc1CN1CCN(CC(=O)N(C)C)CC1,3,3%,-1%,-17%,?,5%,-4,1,.,1%,4.3%
CCOC(=O)/C=c1\s/c(=C\c2ccc3cc(OC)ccc3c2)c(=O)n1CC(=O)NCc1ccc2c(c1)OCO2,-6,0%,2%,0%,2%,.,-1,2,-1,-4%,-0.3%
Cn1c(=O)c2c(nc(SCc3ccc(C(=O)O)cc3)n2C)n(C)c1=O,16,-1%,0%,-8%,3%,-3%,-3,10,8,.,-0.7%
CCNC(=O)COC(=O)c1cc(C)n(-c2ccccc2)c1C,14,7%,-1%,-11%,?,5%,-8,-1,4,-2%,-0.1%
COc1ccc([C@H]2CC(=O)C=C(c3ccc(-c4ccccc4)cc3)C2)cc1OC,0,.,2%,14%,4%,-2%,4,.,2,.,-0.1%
COCc1c(C(=O)OCC(=O)N2c3ccccc3CC2C)oc2ccccc12 (configuration not stated),10,4%,4%,8%,0%,-3%,3,-1,8,-3%,-0.7%
CN(C)CCCOC(=O)c1ccccc1,8,-7%,-9%,-3%,-29%,12%,4,1,-14,-21%,0.0%
Cc1cccc(C)c1NS(=O)(=O)c1c(C(=O)N2CCCCC2)c(C)n(C)c1C,4,-2%,3%,3%,6%,1%,-1,4,5,2%,0.4%
CCCCOC(=O)CSc1nc2c(cc1C#N)C(=O)CC(C)(C)C2,-14,0%,0%,-30%,-6%,7%,15,3,9,-1%,-0.1%
O=C1C2CCC(C(O)C2)N1Cc1ccccc1 (configuration not stated),-7,3%,0%,-10%,0%,-2%,-2,3,-3,1%,-0.4%
O=C1NCCN(Cc2ccoc2)C1CC(=O)N(CCO)Cc1ccccc1 (configuration not stated),12,-1%,3%,3%,0%,0%,-3,0,4,10%,0.1%
CCCNC(=O)CCn1cc(-c2ccc(OC)cc2)nc1CCN,-5,.,2%,10%,1%,21%,7,.,-6,.,-0.2%
c1ccc(-c2cnc(-c3cccnc3)o2)cc1,-23,10%,0%,3%,?,-5%,-10,0,-2,4%,-0.8%
COc1ccc(CCC(=O)N2CCN(S(=O)(=O)c3cccs3)CC2)cc1,1,.,1%,-24%,-2%,-5%,9,.,-9,.,-0.4%
CC(C)c1c(C(=O)N/N=C/c2ccc(OCc3ccccc3)cc2)nnn1-c1nonc1N,9,0%,-1%,-3%,20%,-18%,-2,-2,-3,1%,0.2%
O=C(NCCCN1CCc2ccccc2C1)Nc1ccc(Cl)cc1,-7,2%,3%,-11%,?,.,-87*,5,-6,-2%,0.4%
O=[N+]([O-])c1cccc(Nc2nc(Cl)nc(Cl)n2)c1,-8,4%,4%,-2%,-11%,5%,-10,0,8,-3%,0.0%
COCCN(C(=O)CSc1nnc(C)n1Cc1ccccc1)c1c(N)n(CC(C)C)c(=O)[nH]c1=O,7,-2%,3%,11%,3%,7%,0,0,-2,9%,0.2%
Cc1csc(=O)n1CC(=O)OCC(=O)NNC(=O)c1ccc([N+](=O)[O-])cc1,1,.,1%,-5%,2%,-1%,3,.,2,.,-0.1%
N#Cc1cc2c(=O)n3ccccc3nc2n(CCCn2ccnc2)c1=N,8,4%,-1%,1%,-1%,?,-18,4,-5,-7%,0.2%
COc1ccc(NC(=O)c2ccco2)cc1NC(=O)c1cccnc1,-10,1%,3%,-7%,?,.,-11,1,4,-5%,0.1%
CCOC(=O)CN(C(=O)CSc1nnc2c(n1)[nH]c1c(C)cc(C)cc12)c1ccccc1,.,0%,0%,14%,6%,.,.,0,.,1%,0.3%
O=C(CNC(=O)/C=C/c1ccco1)N=Nc1c(O)[nH]c2ccccc12,16,-4%,3%,5%,1%,10%,10,1,7,.,-0.2%
CC1CN(C(=O)c2cccc(S(=O)(=O)Nc3ccccc3Cl)c2)CC(C)O1 (configuration not stated),-13,-4%,1%,-3%,4%,-15%,2,.,5,-10%,-0.7%
Cc1cc(OCC(=O)NCC2CCC(C(=O)O)CC2)c2c(C)c(Cc3ccccc3)c(=O)oc2c1 (configuration not stated),12,.,-2%,9%,-12%,3%,-5,1,4,1%,-0.6%
